# Bioassay records (PubChem BioAssay)
# MEP2 TOR yeast: modulators of TOR pathway MEP2-GFP in S. cerevisiae | 330,000 tested, 0.51% active | AID 2016 | S. cerevisiae MEP2-GFP strain, flow cytometry GFP, 3 h; 100% = DMSO control level | GFP response vs DMSO, % at 10 µM;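 active = GFP response versus DMSO above a set limit, roughly screen mean plus 3 SD, cut at about 180% in these data; inconclusive = fewer than 70 cells counted for a yeast strain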;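 note: median GFP fluorescence of the barcode-gated MEP2-GFP cells per well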
# JMJD2C inh: blocks human GASC-1 demethylase activity | Q9H3R0 | GST-JMJD2C(1-420) H3K9me3 demethylation, DELFIA europium | inhibition, % at 2.35 µM | 330,000 tested, 0.069% active;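 active = more than half of a compound's replicate wells show inhibition beyond 50%, single wells judged on their own value; inconclusive = some, but no more than half, of replicates pass 50% inhibition; inactive = no replicate passes 50% inhibition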;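 note: signal counts dimethyl H3K9 product captured on neutravidin plate; 0% = median of DMSO wells and 100% = 0.3 times that DMSO median; strong numbers were not always called active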
# RPL19A TOR yeast: yeast TOR pathway RPL19A-GFP modulation; S. cerevisiae RPL19A-GFP strain, flow cytometry, 3 h; hits give low values; percent response vs DMSO, % at 10 µM; 330,000 tested, 0.3% active;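 active = percent response vs DMSO below 50%; inconclusive = fewer than 70 events counted for the yeast strain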;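 note: median channel GFP fluorescence of the barcoded RPL19A-GFP strain; ratio of sample median GFP to plate DMSO average so 100% = DMSO; lower means less RPL19A-GFP as with rapamycin TOR inhibition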
# Yeast superoxide: caloric restriction mimetics inhibiting age-related superoxide in yeast | AID 2690 | superoxide response (% of plate mean), % at 10 µM | S. cerevisiae aged cells, superoxide DHE fluorescence; hits give low values | 330,000 tested, 0.18% active;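 active = superoxide response under a set limit, about three screen SD below normal, cut at about 65% in these data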;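 note: yeast aged for seven days with compound at 30 °C before DHE staining; 100% = average MFI of all compound-treated wells on the plate with controls excluded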
# AHR activator: activates the human aryl hydrocarbon receptor; P35869; AHR-responsive luciferase reporter cells, luminescence; activation, % at 5 µM; 320,000 tested, 2.5% active; AID 2796; in the data active = activation above about 47%;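 note: 0% = vehicle wells and 100% = reference agonist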
# Target sequence (P35869 whole entry, looked up): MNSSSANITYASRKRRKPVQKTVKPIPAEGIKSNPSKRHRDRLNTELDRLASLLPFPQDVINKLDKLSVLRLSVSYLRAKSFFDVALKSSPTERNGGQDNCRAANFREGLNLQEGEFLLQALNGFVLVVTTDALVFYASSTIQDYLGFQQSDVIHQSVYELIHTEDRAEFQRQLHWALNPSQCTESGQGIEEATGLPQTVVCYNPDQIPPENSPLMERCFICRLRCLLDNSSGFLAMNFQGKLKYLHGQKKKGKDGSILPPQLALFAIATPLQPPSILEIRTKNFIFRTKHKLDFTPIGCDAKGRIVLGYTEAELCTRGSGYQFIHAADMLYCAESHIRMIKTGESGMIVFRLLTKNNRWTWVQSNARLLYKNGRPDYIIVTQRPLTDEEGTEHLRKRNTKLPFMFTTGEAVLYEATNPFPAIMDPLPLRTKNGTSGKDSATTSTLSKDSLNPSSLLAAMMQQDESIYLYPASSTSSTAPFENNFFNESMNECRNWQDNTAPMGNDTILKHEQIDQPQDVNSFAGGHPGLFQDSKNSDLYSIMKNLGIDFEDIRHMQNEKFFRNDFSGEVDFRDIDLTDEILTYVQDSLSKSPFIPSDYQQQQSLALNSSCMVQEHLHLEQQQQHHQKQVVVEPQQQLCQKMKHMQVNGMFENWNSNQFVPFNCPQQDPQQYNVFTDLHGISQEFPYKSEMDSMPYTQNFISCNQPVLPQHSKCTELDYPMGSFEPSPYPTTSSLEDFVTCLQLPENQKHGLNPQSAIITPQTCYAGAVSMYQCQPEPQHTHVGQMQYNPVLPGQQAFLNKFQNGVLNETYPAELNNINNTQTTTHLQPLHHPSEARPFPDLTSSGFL
# procasp3 activ: activates human procaspase-3. P42574. recombinant procaspase-3 D3A, Ac-DEVD-pNA absorbance 405 nm. activation, % at 8.5 µM. 330,000 tested, 0.11% active. AID 463141;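 active = activation above the mean of all tested compounds plus 3 SD, cut at about 21% in these data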;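 note: 0% = DMSO alone and 100% = DMSO wells spiked with extra 5 µM PC-3 D3A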
# Target sequence (P42574 whole entry D9A/D28A/D175A): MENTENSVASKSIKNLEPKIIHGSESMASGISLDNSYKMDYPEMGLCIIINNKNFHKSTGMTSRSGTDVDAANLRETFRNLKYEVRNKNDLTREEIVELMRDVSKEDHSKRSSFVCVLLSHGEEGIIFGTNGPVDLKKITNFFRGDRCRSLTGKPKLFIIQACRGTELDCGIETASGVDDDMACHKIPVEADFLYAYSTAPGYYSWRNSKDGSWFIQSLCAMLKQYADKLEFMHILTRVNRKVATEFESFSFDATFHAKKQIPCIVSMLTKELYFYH
#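 Assay system – Procaspase-3 D3A mutant · Benchmarks – DMSO low control, extra-enzyme high control · Technique – 405 nm absorbance of p-nitroaniline, reads at 0 and 120 min · Doses – 8.5 µM nominal · Measure – % activation between DMSO and enzyme-spiked controls · Also added – Ac-DEVD-pNA chromogenic peptide substrate · Schedule – 1 h compound preincubation, 2 h substrate hydrolysis at 25 °C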
# proCasp7 act: activates human procaspase-7, counter-screen for procaspase-3 activators; P55210; recombinant procaspase-7, Ac-DEVD-pNA absorbance 405 nm; D23A/D198A/D206A triple mutant, cannot self-cleave; scale: DMSO 0, 5 µM enzyme 100; activation, % at 8.5 µM; 330,000 tested, 0.093% active; AID 463210;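 active = percent activation above the screen-wide mean plus 3 SD, cut at about 25% in these data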
#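 Material: Procaspase-7 triple mutant (PC-7 D3A) | Quantity: 2 µM procaspase-7 mutant as dispensed | Reagent: DEVD-pNA substrate | Times: 1 h preincubation, 2 h reaction | Technique: 405 nm absorbance of p-nitroaniline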
# LAP4 TOR yeast: yeast TOR pathway LAP4-GFP modulation; AID 2023; GFP response vs DMSO, % at 10 µM; S. cerevisiae LAP4-GFP multiplex, flow cytometry GFP, 3 h; median GFP as percent of DMSO wells; 320,000 tested, 0.34% active;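 active = GFP response vs DMSO above a set limit, about the screen mean plus 3 SD, cut at about 150% in these data; inconclusive = under 70 cell events counted for the yeast strain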
# * hit, by the source's call; u = inconclusive; x = not tested or not shown.
# Results follow in this order: procasp3 activ, JMJD2C inh, Yeast superoxide, AHR activator, MEP2 TOR yeast, LAP4 TOR yeast, RPL19A TOR yeast, proCasp7 act
- Cc1ccccc1NC(=O)C1CCCN(S(=O)(=O)c2c(C)noc2C)C1 (stereo unspecified)
 : -7, -13, 106, 2, 98, 98, 106, -3
- C/C(=N\NC(=O)c1ccccc1C)c1cccnc1
 : -5, 9, 89, 33, 103, 89, 101, -4
- CC(=O)Nc1cc(-c2nn(C)c(=O)c3ccccc23)ccc1N1CCOCC1
 : -4, 1, 110, 6, 99, 99, 97, 0
- CCN(CC(=O)Nc1ccc(C(=O)OC)cc1)Cc1ccccc1
 : -13, 19, 120, -2, 105, 97, 104, -10
- C/C(=N/NC(=O)c1cccs1)c1c(C)[nH]n(-c2nc3ccccc3s2)c1=O
 : 11, 0, 97, 15, 96, 91, 103, -2
- Cc1cccc(OC(=O)c2cncc(Br)c2)c1
 : -1, -4, 84, 1, 106, 101, 101, 4
- Cn1c(C(=O)OC(C(=O)NC2CCCC2)c2ccncc2)cc2sccc21 (stereo unspecified)
 : 8, -13, 90, 3, 94, 93, 95, 12
- Cc1ccc(C)c(N(CC(=O)NC2CCCC2)C(=O)c2cc3cc4cc(C)ccc4nc3s2)c1
 : 3, 5, 103, 4, 112, 99, 109, -1
- CC1CCCC(NC(=O)c2cccs2)C1C (stereo unspecified)
 : 2, 7, 106, -1, 93, 95, 89, 12
- COc1cc(CNCc2cccs2)ccc1OCC(=O)NC(C)(C)C
 : 0, 4, 108, 4, 100, 88, 96, 17
- C=CCn1c(N2CCCC2)nc2c1c(=O)[nH]c(=O)n2C
 : -7, -2, 95, 0, 105, 105, 106, 10
- COc1ccc(Cl)cc1NC(=O)CN1CCC(n2nnc3cc(F)ccc32)CC1
 : -8, -4, 98, 2, 105, 99, 100, 7
- O=C(CNC(=O)c1ccc(Br)cc1)NCCc1nc2ccccc2[nH]1
 : 2, -8, 95, 6, 100, 100, 103, 3
- CCOC(=O)N1CCN(C(=S)NC(=O)c2ccc(F)c(F)c2)CC1
 : -4, 4, 97, 0, 100, 106, 95, 0
- CCN(CC)CCCNC(=O)C1CCN(c2ncnc3c2sc2cccc(F)c23)CC1
 : 2, -3, 101, 7, 105, 107, 105, 4
- COc1cccc(N2C(C(C)=O)=NN(c3ccccc3)C2c2ccc(N3CCOCC3)cc2)c1 (stereo unspecified)
 : -9, -10, 109, 27, x, x, x, -6
- COc1ccc(-c2csc(-c3cccnc3)n2)cc1C
 : -4, 1, 104, 8, 106, 107, 107, 5
- COc1ccc(C(=O)NCC(=O)NCCc2c[nH]c3ccccc23)cc1OC
 : 7, 1, 85, 3, 98, 103, 102, 3
- O=C(CNC(=O)N1CC(=O)Nc2ccccc21)NCc1ccccc1
 : 5, 24, 103, 2, u, u, u, 5
- CN1/C(=C\C(=O)COC(=O)c2ccc(O)c(O)c2)C(C)(C)c2ccccc21
 : 3, -6, 95, 0, 96, 101, 96, -3
- CC(=O)N(Cc1cc2cc(C)ccc2[nH]c1=O)c1cccc(C)c1C
 : 2, -2, 105, 21, 111, 98, 106, 3
- C/C(Cc1ccccc1)=N\NC(=O)CNC(=O)/C=C\c1ccccc1
 : 6, 28, 96, 2, 109, 109, 103, -6
- Cc1nn(-c2ccccc2)c(Cl)c1/C=N/Nc1nncc(=O)[nH]1
 : 11, 0, 88, 9, 94, 107, 100, 9
- COc1cc(OC)c(C(=O)O/N=C(\N)c2ccc(C)cc2)cc1OC
 : 4, -2, 122, 2, 108, 109, 100, -3
- CCOCCCNC(=S)N1CCN(Cc2ccco2)CC1
 : 3, -2, 98, 3, 101, 98, 98, -11
- Cc1cc(N(C)NC(=S)Nc2ccccc2)nc(C)n1
 : -2, 14, 104, 1, 95, 87, 96, 2
- Cc1cc(C)c(/C=C(\C#N)C(N)=S)c(C)c1
 : -9, 1, 79, 0, 110, 96, 108, -14
- CSCCC1(C(=O)O)NC(c2ccccc2O)C2C(=O)N(C(C)C)C(=O)C21 (stereo unspecified)
 : 6, 9, 115, -2, 107, 98, 101, 8
- Cc1nn(C)cc1CNC(=O)Nc1cccc(Cl)c1
 : -10, 65, 97, 22, 105, 100, 98, 10
- Cc1cc(C)c(C#N)c(SCSCc2ccccc2)n1
 : -11, 11, 77, -2, 104, 117, 99, 2
- CCOC(=O)c1ccc(NC(=O)CSc2nc(N)c(NC(=O)c3ccc(Br)o3)c(=O)[nH]2)cc1
 : 9, -1, 101, 0, 98, 103, 99, -6
- COc1ccc([N+](=O)[O-])cc1NC(=O)c1ccco1
 : -4, 11, 103, 2, 108, 107, 102, -2
- COc1ccc(CNS(=O)(=O)c2ccc(S(=O)(=O)N3CCCCC3)cc2)cc1
 : -2, 47, 114, -1, 95, 86, 89, -6
- COc1ccc2nc(NC(=O)c3ccccc3C(=O)O)sc2c1
 : 0, 6, 95, 15, 104, 91, 104, 7
- O=[N+]([O-])c1ccc(CN2CCC(Cc3ccccc3)CC2)cc1
 : x, -1, 91, x, 110, 103, 103, x
- CCOc1cc(C(=O)N2CCN(C/C=C/c3ccccc3)CC2)cc(OCC)c1OCC
 : 10, -2, 103, 1, 107, 92, 98, 3
- CCCc1nn2c(=O)cc(CSCC(=O)Nc3cccc(OC)c3)nc2s1
 : 0, -7, 127, 4, 105, 95, 96, 2
- COc1cccc(-c2c(C(=O)N/N=C/c3ccncc3)nnn2-c2nonc2N)c1
 : 2, -8, 96, 39, 125, 94, 83, 11
- Cc1ccc(F)cc1CNC(=O)C1CCC(=O)N(C2CC2)C1 (stereo unspecified)
 : 2, -20, 109, 2, 107, 86, 112, -4
- Cc1cc(C)n(-c2nc(N(c3ccccc3)c3ccccc3)nc(-n3nc(C)cc3C)n2)n1
 : 0, u, 91, -1, 96, 98, 96, 9
- CC(=O)c1c(C)[nH]c(C(=O)Nc2ccc(S(=O)(=O)N(C)C)cc2)c1C
 : 7, 7, 93, 6, 91, 110, 96, 10
- COc1ccc(-c2cc3c(=O)n(CC(=O)NCc4ccc(C)cc4)ncn3n2)cc1
 : -6, -1, 112, 1, 97, 112, 104, -8
- Fc1ccc(OCc2nnc(SCCN3CCOCC3)o2)cc1
 : -3, 0, 90, 11, 113, 87, 95, -12
- O=C(CCNC(=O)c1ccccc1Cl)Nc1ccc(S(=O)(=O)Nc2ncccn2)cc1
 : 1, 2, 93, 1, 97, 93, 99, -1
- COc1ccc(NC(=O)CSc2ccc3nnc(-c4ccccn4)n3n2)cc1
 : 7, 7, 91, 0, 89, 97, 95, 4

# Structural class, those above containing two or more sulfur atoms
# Results follow in this order: procasp3 activ, JMJD2C inh, Yeast superoxide, AHR activator, MEP2 TOR yeast, LAP4 TOR yeast, RPL19A TOR yeast, proCasp7 act
- C/C(=N/NC(=O)c1cccs1)c1c(C)[nH]n(-c2nc3ccccc3s2)c1=O
 : 11, 0, 97, 15, 96, 91, 103, -2
- Cc1cc(C)c(C#N)c(SCSCc2ccccc2)n1
 : -11, 11, 77, -2, 104, 117, 99, 2
- COc1ccc(CNS(=O)(=O)c2ccc(S(=O)(=O)N3CCCCC3)cc2)cc1
 : -2, 47, 114, -1, 95, 86, 89, -6
- CCCc1nn2c(=O)cc(CSCC(=O)Nc3cccc(OC)c3)nc2s1
 : 0, -7, 127, 4, 105, 95, 96, 2

# Profiles, looked up by structure. Screens in order: procasp3 activ	JMJD2C inh	Yeast superoxide	AHR activator	MEP2 TOR yeast	LAP4 TOR yeast	RPL19A TOR yeast	proCasp7 act
# Cn1c(C(=O)OC(C(=O)NC2CCCC2)c2ccncc2)cc2sccc21 (stereo unspecified) is entered as 8	-13	90	3	94	93	95	12
# COc1cc(CNCc2cccs2)ccc1OCC(=O)NC(C)(C)C is entered as 0	4	108	4	100	88	96	17
# COc1cc(OC)c(C(=O)O/N=C(\N)c2ccc(C)cc2)cc1OC is entered as 4	-2	122	2	108	109	100	-3

# (continued)
# Results follow in this order: procasp3 activ, JMJD2C inh, Yeast superoxide, AHR activator, MEP2 TOR yeast, LAP4 TOR yeast, RPL19A TOR yeast, proCasp7 act
- Cc1ccc(S(=O)(=O)Nc2ccnc(-c3cccnc3)n2)cc1
 : -3, 5, 123, -3, 94, 98, 98, 10
- CCC(Cc1ccccc1)NC(=O)CCn1cccc1 (stereo unspecified)
 : 4, -2, 101, 0, 110, 102, 101, -10
- OCC1CCCCN1CC(O)COC(c1ccc(F)cc1)c1ccc(F)cc1 (stereo unspecified)
 : 0, 32, 115, 4, 97, 84, 101, -8
- CN1C(=O)[C@H]2[C@@H](C3CC3)N3C(=O)CN(Cc4ccccc4)C(=O)[C@@]3(C)[C@H]2C1=O
 : -2, -17, 97, -1, 98, 130, 107, 1
- Cc1ccc2c(c1)C(=O)CC1(CCC(C(C)(C)C)CC1)O2 (stereo unspecified)
 : 11, 5, 95, 0, 99, 96, 99, -2
- CNC(=O)/C(C#N)=C/c1c(N(Cc2ccccc2)Cc2ccccc2)nc2ccccn2c1=O
 : -4, 31, 104, -2, 98, 97, 99, 0
- Cc1cccc(-n2nnnc2SCC(=O)Nc2cccc(S(N)(=O)=O)c2)c1
 : 4, -5, 109, 0, 106, 100, 102, 2
- Oc1ccc2ccccc2c1C=Nc1ccccc1
 : -2, 5, 115, 14, 93, 86, 104, -3
- CC(C)NC(=O)CN(c1cccc(Br)c1)S(C)(=O)=O
 : -1, 3, 100, -2, 107, 102, 102, 4
- O=C(Cn1cnc2ccccc2c1=O)c1ccc2c(c1)OCCO2
 : 3, 12, 95, 9, 92, 94, 100, -1
- CC1(C)CC2(CC(c3cccs3)c3cc(Cl)c(O)cc3O2)NC(=S)N1 (stereo unspecified)
 : 0, -15, 111, -1, 100, 104, 98, -5
- CCOC(=O)c1c(C)[nH]c(C(=O)OCC(=O)Nc2sc(C(=O)N(C)C)c(C)c2C(=O)OCC)c1C
 : 13, -6, 93, 4, 99, 101, 96, 2
- Cc1nc2ccccc2c2oc(C(=O)N3CCN(C(=O)c4ccco4)CC3)cc12
 : -5, 5, 96, 10, 104, 106, 102, 9
- Cc1nnc(Oc2ccc([N+](=O)[O-])cc2)c2ccccc12
 : x, -8, 98, x, 108, 99, 99, x
- COc1cc(/C=C/C(=O)Nc2ccncc2)cc(OC)c1OC
 : 5, 1, 89, 6, x, x, x, 1
- O=C(N/N=C\c1cc([N+](=O)[O-])ccc1N1CCCC1)c1ccccn1
 : 4, 11, 84, 8, 99, 92, 104, 8
- N#C/C(=C(/O)COC(=O)CCCNC(=O)c1ccc(Cl)cc1)c1nc2ccccc2[nH]1
 : 5, -1, 104, 14, 106, 104, 100, 5
- O=C(c1ccc2c(c1)N(Cc1ccccc1F)C(=O)c1ccccc1S2)N1CCOCC1
 : -6, 5, 98, 2, 105, 108, 97, -1
- Cn1c(=O)c(=O)n(C)c2cc(S(=O)(=O)N3CCOCC3)ccc21
 : 0, -6, 114, 10, 102, 100, 98, 0
- COc1cc(CN2CCC(C(=O)N3CCN(c4ccccc4F)CC3)CC2)cc(OC)c1OC
 : -9, -10, 114, 1, 98, 96, 98, -1
- COC(C/C=C/[C@H](O)[C@@H](C)OCc1ccccc1)OC
 : -2, 1, 94, 0, 86, 123, 89, 10
- CN1CCN(CC(=O)Nc2ccc(Cl)cc2Cl)CC1
 : -1, x, 121, -6, 100, 99, 96, 24
